TCR act: Activators of T cell receptors: qHTS campaign; primary human leukocytes, anti-CD3, IL-2 HTRF, 48 h; 330,000 tested, under 10 active; Potency, µM (series often up to 9.22 µM), for inactives: at the highest dose activation of IL-2 secretion, usual class: activators; also: % of control where 0% means no effect
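Using a-CD3 beads without co-stimulation, primary human leukocytes were exposed to compounds for 48 hr. An HTRF IL-2 kit measured the cytokine, with europium-to-d2 energy transfer producing emission at 665nm upon 320nm excitation.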
hERG WT inh: qHTS for Inhibitors of KCHN2 3.1: Wildtype qHTS. Voltage-gated inwardly rectifying potassium channel KCNH2 (Homo sapiens), Q12809. U2OS, BacMam KCNH2, thallium flux FluxOr; stronger effect = lower value. activity change, % at 1.84 µM. hit rate 0.37% among 340,000;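 active = maximum activity change below -70%; inconclusive = maximum activity change between -70% and -50%; inactive = maximum activity change above -50%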; also: % is scaled to controls: 0 for no effect and ±100 for the full control effect
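U2OS cells transduced with wild-type KCNH2 virus are loaded with FluxOr dye for 45 min, and thallium flux is measured in kinetic reads before and after stimulation buffer. Rate constants are normalized to DMSO controls.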
TRPV1 agonist: HTS Assay for Compounds that Act as Agonists of the Vanilloid Receptor 1; Transient receptor potential cation channel subfamily V member 1 (Homo sapiens), Q8NER1; TRPV1-expressing cells, Fluo-8 calcium influx, agonist mode; activation, % at 8.33 µM; hit rate 0.19% among 320,000; AID 540275, 2011; in the data active = activation above about 80%; inconclusive = between about 30% and that limit; also: 0% is about no effect
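Fluo-8 calcium influx in TRPV1-expressing cells, kinetic read (ex 480/em 520 nm). Compound added and read 3 min for agonist activity, followed by capsaicin at EC20 final and 2 min further read for enhancement.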
Eya2 phos inh: qHTS Assay for Inhibitors of the Phosphatase Activity of Eya2; Protein phosphatase EYA2 (Homo sapiens), O00167; recombinant Eya2, OMFP fluorescence dephosphorylation (OMFP is methylfluorescein phosphate); Potency, µM (doses to about 76.9 µM), for the others: at the top dose activity, negative = inhibition, usual class: inhibitors; hit rate 0.006% among 330,000; also: potency is read from the fitted curve at half-maximal effect; % is scaled to controls: 0 for no effect and ±100 for the full control effect
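Eya2 protein (added as 0.2 uM solution) was preincubated with compound for 10 min at ambient temperature in 50 mM HEPES pH 7.5, 50 mM NaCl, 5 uM MgCl2, 0.05% BSA, 1 mM DTT. OMFP (added at 50 uM) then reacted 10 min; fluorescence read at 485/525 nm.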
ELG1 repair inh: qHTS screen for small molecules that inhibit ELG1-dependent DNA repair in human embryonic kidney (HEK293T) cells expressing luciferase-tagged ELG1; HEK293T ELG1-luciferase reporter, luminescence, 16 h; DNA damage induced by 5-fluorouridine; Potency, µM (titrated, usually from 46.1 µM), for inactives: at the highest dose activity change, negative = inhibition, most hits filed as inhibitors; hit rate 2.3% among 330,000; AID 504467, 2011; also: potency is read from the fitted curve at half-maximal effect; % is scaled to controls: 0 for no effect and ±100 for the full control effect; nearly all actives have a fitted effect of over 55% in size
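5-Fluorouridine DNA damage + compound/DMSO, 2,000 cells/well, 16 h, 37 °C/5% CO2. ONE-Glo, 30 min RT, luminescence. Readout = decrease in reporter signal.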
AT treatment: qHTS Assay for Identifying a Potential Treatment of Ataxia-Telangiectasia; […] A-T fibroblasts, KAP-1 phosphorylation AlphaLISA; neocarzinostatin DNA damage 30 min before lysis; Potency, µM (series often up to 57.5 µM), for inactives: top-dose activation, actives largely listed as activators; hit rate 0.19% among 320,000; also: potency is read from the fitted curve at half-maximal effect; % of control where 0% means no effect; nearly all actives have a fitted effect of over 45% in size
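ATM-like activity read as KAP-1 phosphorylation via AlphaLISA donor/acceptor antibody pairs after lysis and 6 hr at 25C. Cells were ATM-null patient fibroblasts ([…], hTERT), dosed 60 min, then exposed to the DSB inducer NCS for 30 min.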
KCNH2 3.1 inh: qHTS for Inhibitors of KCHN2 3.1: Mutant qHTS. Potassium voltage-gated channel subfamily H member 2, brain isoform KCNH2 3.1 (human). U2OS KCNH2 3.1, thallium flux FluxOr; stronger effect = lower value. activity change, % (tested at about 1.8 µM). hit rate 0.95% among 340,000. AID 720553, 2013;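 active = maximum activity change below -70%; inconclusive = maximum activity change from -70% to -50%; inactive = maximum activity change above -50%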;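 also: thallium influx rate constant from kinetic fluorescence after stimulation buffer; % is scaled to controls: 0 for no effect and ±100 for the full control effect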
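Measured as rate of thallium-driven FluxOr signal in transduced U2OS cells carrying the 3.1 channel, read kinetically for 2 min upon stimulation; values are rate constants scaled to DMSO control wells.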
USP2a block: qHTS Assay for Inhibitors of Ubiquitin-specific Protease USP2a Using CHOP2 as the Reporter | Potency, µM (titrated, usually from 38.3 µM), for inactives: top-dose activity change, negative = inhibition, actives largely listed as inhibitors | USP2 core, Ub-CHOP2 coupled fluorogenic reporter, 485/531 | Ubiquitin carboxyl-terminal hydrolase 2 (Homo sapiens), O75604 | hit rate 0.01% among 330,000;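 also: potency is read from the fitted curve at half-maximal effect; plate controls were DMSO wells for no effect and full inhibition by NEM control for full effect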
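Deubiquitinase activity read as fluorescence (485/531 nm) after Ub-CHOP2 cleavage activates the enterokinase reporter on its substrate; USP2 core 10nM, Ub-CHOP2 and substrate 25nM each, 30min compound preincubation then 60min RT; data normalized to NEM, curves fitted.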
TSHR antagonist: Antagonists of the Thyroid Stimulating Hormone Receptor: HTS campaign; Thyrotropin receptor (Homo sapiens), P16473; TSHR-expressing cells, TSH-stimulated cAMP HTRF, 2 h; stronger effect = lower value; activity change, negative = inhibition, % at 11.5 µM; hit rate 0.2% among 330,000;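 active = activity change below a set negative limit, meaning inhibition stronger than a set level, cut at about -70% in these data; inconclusive = activity change between two set negative limits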; also: % is scaled to controls: 0 for no effect and ±100 for the full control effect
Target sequence (P16473 whole entry, looked up): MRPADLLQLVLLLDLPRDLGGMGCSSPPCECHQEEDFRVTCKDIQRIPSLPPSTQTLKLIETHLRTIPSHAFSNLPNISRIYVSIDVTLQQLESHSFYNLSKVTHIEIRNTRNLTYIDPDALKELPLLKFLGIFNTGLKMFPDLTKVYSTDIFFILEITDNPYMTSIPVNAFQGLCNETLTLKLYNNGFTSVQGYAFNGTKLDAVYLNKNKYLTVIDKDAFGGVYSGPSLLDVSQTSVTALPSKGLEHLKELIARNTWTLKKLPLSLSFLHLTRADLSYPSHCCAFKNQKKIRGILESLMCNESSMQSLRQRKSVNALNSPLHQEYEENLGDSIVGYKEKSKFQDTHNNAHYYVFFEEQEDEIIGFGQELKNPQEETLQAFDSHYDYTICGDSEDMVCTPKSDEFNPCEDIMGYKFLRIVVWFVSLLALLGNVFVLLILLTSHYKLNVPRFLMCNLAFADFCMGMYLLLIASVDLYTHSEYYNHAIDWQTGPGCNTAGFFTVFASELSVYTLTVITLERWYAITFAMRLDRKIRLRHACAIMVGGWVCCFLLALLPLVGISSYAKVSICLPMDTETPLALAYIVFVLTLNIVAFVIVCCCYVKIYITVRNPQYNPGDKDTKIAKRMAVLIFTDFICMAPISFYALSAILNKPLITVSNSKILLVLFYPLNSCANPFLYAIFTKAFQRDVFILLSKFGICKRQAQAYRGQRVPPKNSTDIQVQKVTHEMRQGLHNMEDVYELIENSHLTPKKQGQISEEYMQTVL
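TSHR-expressing cells, 200/well, pre-treated with compound, then stimulated with EC80 TSH (4nM final) for 2 hours at 37 deg C. cAMP measured by competitive HTRF: anti-cAMP cryptate antibody in lysis buffer plus cAMP-d2, read after 30 minutes at room temperature.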
Mito fusion act: qHTS Assay for Small Molecule Inhibitors of Mitochondrial Division or Activators of Mitochondrial Fusion; S. cerevisiae fusion-defective mutant growth rescue, CellTiterGlo 48 h; Potency, µM (series often up to 46.1 µM), without a hit: top-dose growth rescue (activation), usual class: activators; hit rate 0.23% among 320,000;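 also: potency is read from the fitted curve at half-maximal effect; % of control where 0% means no effect; nearly all actives have a fitted effect of over 45% in size; temperature-sensitive fusion mutants such as fzo1-1 at 37 °C on non-fermentable ethanol glycerol medium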
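S. cerevisiae fusion-defective temperature-sensitive mutants (e.g. fzo1-1, mgm1-5) grown 48 h at 37C in YPEG (ethanol/glycerol non-fermentable) medium with 23 nl compound per well; growth rescue read as CellTiterGlo luminescence.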
* hit, by the source's call; ? = inconclusive; . = no result given; & = joins results of further samples; [ ] = dose if it differs, or a comment. Unless noted, calls follow the shape of the dose curve; as a rule, active = well fitted curve in the direction sought with a large enough effect; inconclusive = small, poorly fitted or top-dose-only effect, or another doubt; inactive = no such curve, though single readings can be large; an effect the other way counts as inactive or inconclusive. These rows are one share of the data; the hit share may differ from the screen's.

SMILES	ELG1 repair inh	AT treatment	USP2a block	Eya2 phos inh	TSHR antagonist	TCR act	TRPV1 agonist	Mito fusion act	KCNH2 3.1 inh	hERG WT inh
CCOC(=O)N1CCN(C(=O)CCCn2c(=S)[nH]c3ccsc3c2=O)CC1	-12%	1%	0%	-8%	-5	-5%	-2	0%	13	-31
Cc1ccc(-c2csc(Nc3ccc(C(=O)O)cc3)[n+]2Cc2ccccc2)cc1	-24%	0%	9%	-23%	-39	-4%	-3	4%	-8	-9
CNC(=O)c1sccc1S(=O)(=O)Cc1c(Cl)cccc1Cl	2%	.	4%	-1%	-10	2%	-4	1%	-11	-2
COc1cc(/C=C2/C(=O)NN(c3ccc(Cl)c(Cl)c3)C2=O)cc([N+](=O)[O-])c1O	8%	-6%	-5%	-7%	1	7%	-3	-15%	8	11
O=C(c1ccc(S(=O)(=O)N2CCCC2)cc1)N1CCN(c2ccccc2)CC1	-7%	16%	1%	7%	3	-10%	4	1%	3	-7
CCOC(=O)N1CCN(C(=O)CCS(=O)(=O)c2cc3c(cc2Cl)NC(=O)CO3)CC1	7%	4%	0%	6%	6	-6%	2	2%	5	-5
CCCNS(=O)(=O)c1ccc(CCC(=O)NCc2cccnc2)cc1	0%	5%	-2%	-6%	-1	4%	5	-7%	-13	4
COc1ccccc1NC(=O)CSc1nncn1-c1ccccc1	14%	3%	2%	8%	26	.	1	-2%	6	4
CN1C(=O)/C(=C\c2ccccc2F)Sc2ccc(C(=O)NC3CCN(Cc4ccccc4)CC3)cc21	?	-4%	0%	3%	-2	-2%	3	21%	-81*	-83*
CC(/C=N/n1c(-c2ccncc2)n[nH]c1=S)=C\c1ccco1	2.6µM*	-12%	-10%	7%	-4	0%	5	5%	-38	-4
O=C(CSc1n[nH]c(Cc2ccccc2)n1)Nc1ccccc1Br	7%	13%	2%	-6%	5	2%	-2	-1%	12	-1
COc1ccccc1Nc1nc(N)nc(CN2CCc3ccccc3C2)n1	-29%	-6%	-1%	1%	-1	5%	-1	-2%	2	6
CC(CC(=O)NC1CCCC1)c1ccccc1 (stereo not drawn)	-9%	7%	1%	5%	0	4%	2	3%	11	4
COc1cccc(/C=C2\SC(=S)N(c3cccnc3)C2=O)c1OC	-13%	-1%	2%	8%	-11	3%	0	-2%	5	0
Cc1cccc2[nH]c(SCC(=O)N3CCOCC3)nc12	?	-1%	0%	-2%	2	-2%	1	-4%	6	5
CCN1C(=NCc2ccco2)N[C@@H](c2cccc(F)c2)C(C(=O)OC)=C1C	0%	-17%&2%	3%&2%	3%&3%	-1&-7	-8%	6&-1	-3%&0%	-14	2
CCOc1ccc(/C(O)=C2/C(=O)C(=O)N(CCCN3CCOCC3)C2c2ccc(F)cc2)cc1C (stereo not drawn)	1%	0%	5%	12%	0	2%	4	0%	11	-22
Cc1ccc(CC(=O)Nc2ccc(C(=O)N3CCOCC3)cc2)cc1	-1%	-9%	1%	1%	26	1%	11	1%	.	-3
O=c1[nH]c(CSc2ncnc3sc(-c4ccccc4)cc23)nc2ccccc12	6%	7%	-1%	9%	19	1%	6	-3%	-2	-1
CN(C)CCN1C(=O)C(O)=C(C(=O)c2cc3ccccc3o2)C1c1ccccn1 (stereo not drawn)	35%	13%	0%	6%	42	.	-2	1%	.	.
O=C(NCc1ccccc1)c1cc(S(=O)(=O)N2CCOCC2)ccc1F	-7%	-1%	-1%	18%	0	-4%	5	1%	5	1
Clc1ccccc1-c1nnc2n1CCCCC2	-7%	-11%	1%	13%	0	-4%	-2	3%	-4	-2
COC(=O)CSc1nc2ncccc2[nH]1	13%	-1%	3%	15%	1	2%	3	-1%	-4	21
NC(=O)c1ccc[n+](CC(=O)c2ccccc2)c1	-10%	17%	-2%	15%	8	8%	3	0%	7	4
N#Cc1ccc(NC(=O)COC(=O)CCNS(=O)(=O)c2ccccc2)cc1	?	3%	0%	0%	10	-2%[46.1 µM]	-1	0%	15	-2
COc1ccc(C(=O)COC(=O)CCNS(=O)(=O)c2ccccc2)cc1Br	15%	15%	0%	1%	0	-12%	4	-1%	-3	3
Cc1sc(NC(=O)C2C3CCC(O3)C2C(=O)O)nc1-c1ccc(CC(C)C)cc1 (stereo not drawn)	?	8%	0%	-8%	-17	2%[46.1 µM]	-4	7%	-6	-23
COc1ccc(NC(=O)CSc2nc(C)cs2)cc1	?	6%	2%	5%	6	.	10	1%	-7	-17
CCc1nnc(NC(=O)c2ncc(Cl)c(Cl)c2Cl)s1	14%	14%	3%	1%	5	-3%	-1	3%	1	-6
Cc1cc(-n2c(C)cc(C(=O)COc3cc(F)ccc3[N+](=O)[O-])c2C)no1	-14%	-2%	0%	14%	-3	.	1	6%	-2	0

Some entries already given, showing only Eya2 phos inh.
SMILES | Eya2 phos inh
COC(=O)CSc1nc2ncccc2[nH]1 | 15%
NC(=O)c1ccc[n+](CC(=O)c2ccccc2)c1 | 15%

Next structures.
SMILES	ELG1 repair inh	AT treatment	USP2a block	Eya2 phos inh	TSHR antagonist	TCR act	TRPV1 agonist	Mito fusion act	KCNH2 3.1 inh	hERG WT inh
COc1ccc(C2C3=C(CC(C)(C)CC3=O)Nc3nc(C)nn32)cc1OC (stereo not drawn)	0%	19%	2%	12%	0	-8%	2	0%	5	-3
O=C(O)Cc1sc(Nc2cccc3ccccc23)nc1-c1ccc(Cl)cc1	14%	.	-7%	-20%	-8	5%	4	-27%	2	-3
O=C(CCC(=O)OCc1ccc([N+](=O)[O-])cc1)Nc1ccc(F)cc1	-27%	1%	1%	15%	-1	-5%	-1	0%	-4	-5
O=C(Nc1cccnc1)c1ccc(Cl)c(S(=O)(=O)N2CCCCCC2)c1	21µM*	-2%	0%	-3%	-24	.	?	18%	-31	-10
Cn1nc(C(=O)OCC(=O)Nc2ccc(Cl)cc2Cl)c2ccccc2c1=O	14%	-8%	1%	-16%	-13	.	-1	-2%	-8	41
COc1ccccc1N1CCN(C(=O)COc2cc(C)cc3oc(=O)cc(C)c23)CC1	?	19%	3%	-1%	-8	-3%	2	0%	4	3
Cc1cc(C)n2nc(/C(C#N)=C/c3ccccc3)c(C#N)c2n1	28%	6%	5%	3%	-3	2%	6	-1%	-1	-4
C(#CCN1CCCC1)CC(c1ccccc1)c1ccccc1	6%	8%	1%	7%	-15	-1%	0	-9%	-16	4
Brc1cccc(CSc2nnc(-c3ccncc3)o2)c1	?	4%	0%	-22%	-13	-5%	6	2%	7	3
N#C/C(=C\c1ccc([N+](=O)[O-])cc1)C(=O)Nc1ccccc1O	?	1%	2%	3%	1	-4%[46.1 µM]	-3	-4%	-13	1
Cc1c(OCC(=O)NCC2CCC(C(=O)O)CC2)ccc2c(-c3ccccc3)cc(=O)oc12 (stereo not drawn)	6%	2%	3%	7%	-9	2%	-2	-1%	7	-1
COc1cccc(C(=O)COC(=O)CCC(=O)c2ccccc2)c1	54%	6%	3%	-3%	-2	2%	27	3%	1	20
CCCCn1c(NC(=O)CC)c(C#N)c2nc3ccccc3nc21	0%	6%	0%	-21%	-4	3%	-2	4%	3	0
CCN1CCN(C(=O)/C(C#N)=C/c2ccc(OC(F)F)cc2)CC1	-7%	0%	-6%	5%	1	0%	0	-1%	0	15
Cc1nnc(SCC(=O)N2CCC(c3noc4ccc(F)cc34)CC2)s1	?	-3%	0%	-24%	0	.	?	4%	-1	-2
Clc1ccc2nc(-c3ccc4c(c3)OCO4)cn2c1	?	0%	1%	-10%	2	10%	16	-1%	-1	-4
CCC1CCCCN1C(=O)CSc1nnc(-c2ccc3c(c2)OCCO3)o1 (stereo not drawn)	-17%	-2%	-1%	-7%	-13	-5%	-2	19%	-7	-6
COC(C(=O)Nc1ccc(S(=O)(=O)Nc2ccc(F)cc2)cc1)c1ccccc1 (stereo not drawn)	-6%	-10%	3%	-5%	-11	-3%[46.1 µM]	-1	6%	-3	-1

Compound activity from PubChem.
